# ALDH1A1 inh = blocks purified human ALDH1A1 activity. P00352. Purified ALDH1A1, NADH fluorescence, propionaldehyde substrate. Potency, µM (series often up to 75.3 µM), inactives show at the top dose activity, negative = inhibition, usual class: inhibitors. 220,000 compounds, 7.3% hits; active means well fitted inhibition curve with a large enough effect, not every such curve was filed as active; inconclusive means small, poorly fitted or top-dose-only effect, or another doubt; inactive means no such curve, though single readings can be large or run the other way;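 further: plate controls were no enzyme wells and a reference inhibitor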
# Target sequence (P00352 whole entry, looked up): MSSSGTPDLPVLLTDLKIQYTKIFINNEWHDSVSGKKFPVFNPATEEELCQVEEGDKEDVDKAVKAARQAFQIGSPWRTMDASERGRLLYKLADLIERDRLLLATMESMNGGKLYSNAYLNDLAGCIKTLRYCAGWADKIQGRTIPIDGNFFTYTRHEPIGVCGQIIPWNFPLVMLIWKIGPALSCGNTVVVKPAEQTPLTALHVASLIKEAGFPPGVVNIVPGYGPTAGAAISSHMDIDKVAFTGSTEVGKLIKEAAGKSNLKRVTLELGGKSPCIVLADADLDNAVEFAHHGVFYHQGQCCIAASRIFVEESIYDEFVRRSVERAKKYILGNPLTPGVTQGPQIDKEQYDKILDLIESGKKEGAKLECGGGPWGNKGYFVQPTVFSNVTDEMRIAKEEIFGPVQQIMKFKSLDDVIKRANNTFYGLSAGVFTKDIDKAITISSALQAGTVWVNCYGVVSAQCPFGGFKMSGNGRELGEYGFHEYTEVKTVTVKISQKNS
# aGal spleen mod = alpha-galactosidase A (human) modulation; P06280; human spleen homogenate, 4MU-alpha-Gal fluorescence, 40 min; Potency, µM (highest dose often 80 µM), inactives show at the top dose activity change, negative = inhibition, usual class: inhibitors; 240,000 compounds, 0.008% hits; AID 2107;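 further: 0% = enzyme with vehicle and -100% = no enzyme basal signal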
#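 Fluorogenic readout (Ex 365/Em 440 nm) of 4-methylumbelliferone released from 1 mM 4-MU-alpha-galactoside by spleen homogenate, 40 min at 37C, pH 5.0. Data normalized to no-enzyme and enzyme controls; Hill-equation AC50 from compound titrations.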
# Epigenetic derep = regulators of epigenetic silencing causing reporter derepression in mouse cells; murine LDR cells, GFP reporter derepression, 30 h; AID 1865; Potency, µM (highest dose often 53.9 µM), for the others: at the top dose GFP activation, actives largely listed as activators; 280,000 compounds, 0.2% hits; further: % of control where 0% means no effect; nearly all actives have a fitted effect of over 60% in size
#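 Derepression of a silenced CMV-GFP reporter in murine LDR cells is scored by enumerating GFP-positive cells with a laser-scanning microplate cytometer after 30 hours of treatment at 37 C.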
# GAA spleen mod = inhibits or activates alpha-glucosidase in human spleen homogenate; P10253; human spleen homogenate, 4-MU-alpha-glucoside fluorescence; Potency, µM (top dose mostly 79.9 µM), for the others: top-dose activity change, negative = inhibition, actives largely listed as inhibitors; 240,000 compounds, 0.006% hits;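 further: 0% = enzyme with vehicle and -100% = no enzyme basal signal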
#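 AC50 values come from Hill-equation fits of concentration-response data, normalized to no-enzyme and full-activity controls. Enzyme source: 1 ug human spleen homogenate; 1 mM fluorogenic 4-MU glucoside, pH 5.0 citrate buffer, 37 C, 40 min.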
# GAA inh = alpha-glucosidase (human) inhibition; P10253; purified human GAA, 4-MU-alpha-glucoside fluorescence; Potency, µM (series often up to 76.9 µM), without a hit: at the top dose activity change, negative = inhibition, hits mostly inhibitors; 200,000 compounds, 0.005% hits;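 further: plate controls were uninhibited enzyme wells for no effect and no-enzyme background for full effect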
#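 Fluorescence at Ex 365/Em 440 nm from 4-methylumbelliferone reported enzyme activity after 20 min at room temperature. Reactions used 4 nM enzyme and 400 uM substrate at pH 5.0; curves fitted with the Hill equation.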
# Tau fluor cs = counter-screen for tau fibril formation inhibitors; tau K18 P301L (four-repeat tau fragment) Alexa594 fluorescence, heparin fibrillization; Potency, µM (series often up to 57.7 µM), for inactives: top-dose activity change, negative = decrease; 280,000 compounds, 0.93% hits; AID 1463; further: on the % scale 0 is the no-effect control and ±100 the full control effect; nearly all actives have a fitted effect of over 55% in size
#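 Human K18 P301L tau (15 uM unlabeled plus 0.24 uM Alexa 594-labeled, final) in 100 mM sodium acetate pH 7 was mixed with compound and 20 uM heparin and incubated 6 hr at 37 C.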
# NPSR antag = antagonists of human neuropeptide S receptor cAMP signaling; Q6W5P4; CHO-NPSR cells, cAMP TR-FRET, antagonist mode; Potency, µM (doses to about 38.3 µM), for inactives: at the highest dose activity change, negative = inhibition, hits mostly inhibitors; 220,000 compounds, 1% hits; further: on the % scale 0 is the no-effect control and ±100 the full control effect; nearly all actives have a fitted effect of over 50% in size; many of its hits are not listed in these tables
# Target sequence (Q6W5P4 whole entry, looked up): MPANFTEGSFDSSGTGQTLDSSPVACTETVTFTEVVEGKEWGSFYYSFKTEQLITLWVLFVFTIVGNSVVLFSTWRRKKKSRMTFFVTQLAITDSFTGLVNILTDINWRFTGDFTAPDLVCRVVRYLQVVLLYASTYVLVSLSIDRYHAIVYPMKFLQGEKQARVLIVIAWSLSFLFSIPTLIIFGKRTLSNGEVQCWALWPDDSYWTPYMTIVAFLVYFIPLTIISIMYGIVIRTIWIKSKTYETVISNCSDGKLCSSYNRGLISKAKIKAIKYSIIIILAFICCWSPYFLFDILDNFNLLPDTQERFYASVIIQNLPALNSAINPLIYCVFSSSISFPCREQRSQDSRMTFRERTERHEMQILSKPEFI
# GAA glycogen = alters human alpha-glucosidase cleavage of glycogen; 300,000 compounds, 0.38% hits; AID 2100; P10253; recombinant GAA, glycogen substrate, Amplex Red glucose oxidase fluorescence; Potency, µM (doses to about 76.4 µM), for inactives: at the highest dose activity change, negative = inhibition, hits mostly inhibitors;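 further: 0% = full enzyme reaction and -100% = no-enzyme basal signal; the screen sought inhibitors and activators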
#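 Recombinant human alpha-glucosidase (4 nM final) hydrolysed bovine liver glycogen (30 ug) for 40 min at 37 C in pH 5.0 citrate/phosphate with 0.01% Tween-20. Released glucose detected by glucose oxidase/Amplex Red, Ex 573/Em 610 nm. Compounds up to 77 uM; AC50 from Hill fits.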
# An asterisk follows results filed as active; ? = inconclusive; nt = not tested or not shown; & = joins results of further samples; [ ] = another dose, or the depositor's remark. Unless noted, the call rests on the fitted dose curve; in most records, active means well fitted curve in the direction sought with a large enough effect; inconclusive means small, poorly fitted or top-dose-only effect, or another doubt; inactive means no such curve, though single readings can be large; an effect the other way counts as inactive or inconclusive. Potency means the concentration at half of the fitted maximal effect. Only part of the results is shown; the hit share may differ from the screen's.
SMILES,ALDH1A1 inh,aGal spleen mod,Epigenetic derep,GAA spleen mod,GAA inh,Tau fluor cs,NPSR antag,GAA glycogen
CCCOc1ccc(CCN2CCC(=O)NC2=O)cc1C,19.0%,-6.1%,-1.1%,-10.2%,?,-14.4%,-28.9%[46.1 µM],5.4%
CN(C1CCCCC1)S(=O)(=O)c1ccc(NC(=O)c2ccco2)cc1,-2.3%,-4.2%,-1.1%,-12.5%,-8.3%,?,-21.2%[46.1 µM],2.5%
CN(CC(O)COc1c(F)cc(Br)cc1F)C1CCCCC1 (stereo unspecified),-3.2%,-0.6%,4.5%,-5.5%,-2.3%,-1.1%,?,0.0%
Cc1cccc(-n2c(SCC(N)=O)nc3c(c2=O)C2(CCCCC2)Cc2ccccc2-3)c1,?,-4.3%,-1.5%,-2.0%,-3.0%,-8.3%,-43.5%,-1.5%
COCCOC(=O)c1[nH]c2c(c1C)C(=O)CC(c1ccc(N(C)C)cc1)C2 (stereo unspecified),14.1µM*,3.7%,0.0%,3.7%,2.3%,-20.7%,-21.1%[46.1 µM],-29.5%
O=C(N/N=C/c1ccc(O)cc1)c1ccc(NC(=O)c2ccccc2Br)cc1,?,4.4%,1.9%,-11.6%,-7.4%,?,?,1.5%
COC(=O)c1cccc(C23CC4(C2)[C@H](CN(CC2CCCCC2)[C@@H]4c2ccccc2)C3c2ccc(Cl)nc2)c1 (stereo partly specified),-9.0%,10.3%,-1.1%,10.8%,nt,-3.3%,nt,nt
O=C(CNC(=S)NC(=O)c1cccc([N+](=O)[O-])c1)c1ccccc1,?,5.5%,-1.5%,4.2%,1.1%,-6.8%,-16.5%,-7.7%
Cc1ccnc(N)c1,-5.5%,9.0%,-0.4%,6.2%,nt,-4.4%,nt,nt
NC(=O)NC(CC(=O)NCCCc1ccccc1)c1ccccc1Cl (stereo unspecified),-15.1%,-1.7%,1.0%,5.8%,0.9%,-20.4%,20.5%,-0.9%
FC(F)(F)c1ccc(-n2cn[nH]c2=S)cc1,nt,-3.4%,0.7%,-5.1%,nt,-5.2%,-2.0%,-7.8%
COc1ccc(CNC(=O)c2cc(-c3ccccc3OC)on2)cc1,0.9%,4.3%,1.1%,-14.6%,-7.3%,?,-17.6%[46.1 µM],-3.7%
CCCCC(=O)Nc1cccc(-c2csc(-c3ccccc3)n2)c1,12.4%,6.8%,-1.8%,8.6%,-8.6%,?,-21.5%,1.3%
O=C(NC(=S)Nc1ccc(CN2CCOCC2)cc1)c1ccc(-c2ccc(Cl)cc2)o1,nt,-3.7%,2.7%,12.3%,nt,-13.4%,7.5%,-3.2%
COc1ccc(C(C)=O)cc1COc1ccccc1[N+](=O)[O-],3.16µM*,-5.5%,0.0%,-2.7%,-0.3%,5.3%,-9.5%,-2.7%
Cc1csc2ncnc(NCCc3ccccn3)c12,1.6%,13.0%,-2.2%,nt,-5.7%,0.4%,12.7%,4.3%
CCOC(=O)C(C)(C)Sc1nc2c(cnn2-c2ccc(C)cc2)c(=O)[nH]1,?,-6.5%,-2.0%,-3.4%,-14.3%,-9.5%,16.8%[46.1 µM],-7.1%
O=C(NCCc1c[nH]c2ccc(Cl)cc12)c1ccc([N+](=O)[O-])cc1,nt,0.2%,0.0%,3.7%,nt,-28.3%,10.9%,4.0%
CCc1nc2scc(-c3cccs3)c2c(=O)o1,?,7.1%,4.7%,8.0%,1.9%,-25.0%,-6.2%[46.1 µM],1.5%
COCC(=O)Nc1nnc(COc2ccc(Cl)cc2)s1,-2.2%,-2.6%,0.1%,-3.2%,2.4%,-13.9%,-13.0%[46.1 µM],3.5%
CCOc1ccc(CN(C)CC(=O)c2c(N)n(Cc3ccccc3)c(=O)n(CC)c2=O)cc1OC,13.4%,-6.2%,-0.7%,-21.6%,-3.5%,-2.9%,-14.2%[46.1 µM],0.7%
ONC(=Nc1ccccc1)c1ccc(Cl)cc1,2.1%,0.9%,-0.9%,-8.6%,0.1%,-13.6%,-4.6%[46.1 µM],-9.5%
Cc1nc2sc(C(N)=O)c(N)c2c2c1CCCC2,nt,8.0%,3.3%,4.8%,nt,-9.5%,-15.8%,-5.2%
COc1ccc(/C=N/NS(C)(=O)=O)c(OC)c1,-1.9%,-2.1%,0.8%,-3.2%,1.2%,-14.2%,16.5%,3.0%
Cc1ccc(NC(=O)C2CCC(=O)N2)cc1C (stereo unspecified),-0.3%,4.5%,-0.8%,3.4%,1.7%,0.0%,3.4%[46.1 µM],5.6%

# Already shown: entries from further up.
SMILES,ALDH1A1 inh,aGal spleen mod,Epigenetic derep,GAA spleen mod,GAA inh,Tau fluor cs,NPSR antag,GAA glycogen
O=C(NC(=S)Nc1ccc(CN2CCOCC2)cc1)c1ccc(-c2ccc(Cl)cc2)o1,nt,-3.7%,2.7%,12.3%,nt,-13.4%,7.5%,-3.2%
COc1ccc(C(C)=O)cc1COc1ccccc1[N+](=O)[O-],3.16µM*,-5.5%,0.0%,-2.7%,-0.3%,5.3%,-9.5%,-2.7%
Cc1csc2ncnc(NCCc3ccccn3)c12,1.6%,13.0%,-2.2%,nt,-5.7%,0.4%,12.7%,4.3%

# (listing goes on)
SMILES,ALDH1A1 inh,aGal spleen mod,Epigenetic derep,GAA spleen mod,GAA inh,Tau fluor cs,NPSR antag,GAA glycogen
COC(=O)c1sc(NC(=O)c2ccc(C)o2)nc1C,12.1%,6.1%,-2.2%,8.0%,-0.2%,-1.7%,9.2%,-3.0%
CCn1c2ccccc2c2cc(C3C(C#N)=C(C)NC(C)=C3C#N)ccc21,?,-0.1%,14.1%,1.1%,11.7%,?,11.3%[46.1 µM],-22.2%
CC1(C)CC(=O)C2=C(C1)Nc1cc3c(cc1C2c1ccc2c(c1)OCO2)OCO3 (stereo unspecified),?,7.5%,0.7%,-5.3%,3.9%,?,-5.3%[46.1 µM],11.9%
Nc1c(Cl)cc(S(N)(=O)=O)cc1S(N)(=O)=O,-0.8%,-3.5%,-1.3%,7.1%,-5.7%,-12.8%,-8.4%,5.6%
Cc1nc(CC(=O)NNS(=O)(=O)c2ccc(F)c(Cl)c2)cs1,2.8%,-1.6%,0.9%,-1.8%,-4.6%,5.0%,15.0%,-4.4%
Clc1cccc(-c2nn3c(COc4ccccc4)nnc3s2)c1,3.3%,2.5%,-1.6%,1.6%,-7.0%,-1.6%,-0.5%[46.1 µM],-1.2%
O=C(CSCc1ccc(Cl)cc1)N/N=C/c1ccco1,?,0.3%,0.1%,3.7%,-0.4%,-6.3%,2.8%,-0.2%
CCOC(=O)C1(Cc2ccc(Cl)cc2)CCN(C(=O)CCc2cnccn2)CC1,5.8%,2.8%,-1.8%,-3.8%,-2.6%,-0.6%,8.1%,2.0%
NS(=O)(=O)c1ccc(NC(=O)Nc2cccc(Cl)c2)cc1,-1.5%,5.7%,-6.2%,-3.1%,-0.5%,-0.7%,26.4%,-8.2%
O=C1CCCN1c1ccc(S(=O)(=O)Oc2ccc(Cl)cc2)cc1[N+](=O)[O-],-11.9%,-10.7%,4.0%,-2.7%,8.6%,-23.8%,-14.9%[46.1 µM],-2.3%
CCOc1nc(-c2ccccc2)ccc1-c1noc(COC)n1,?,-2.9%,3.3%,0.5%,-4.9%,-15.6%,-14.1%[46.1 µM],-17.6%
Cc1cc(NC(=O)c2c(Cl)cccc2Cl)no1,4.5%,-19.6%,-1.0%,-6.3%,3.5%,13.6%,3.6%,-6.0%
CCCCn1cc([N+](=O)[O-])nc1C,nt,10.7%,0.1%,7.1%,nt,-7.8%,-7.9%,3.6%
CC1(COc2ccc(CC3SC(=O)NC3=O)cc2)CCCCC1 (stereo unspecified),2.2%&-6.1%&8.4%,5.3%&-14.5%&5.7%,2.1%&4.0%&1.1%,-7.3%&-8.5%&2.1%,nt,-0.7%&-17.0%&-12.4%,nt,nt
COC(=O)c1c(NC(C)=O)sc(C(=O)Nc2ccccc2C)c1C,14.7%,-1.5%,4.1%,1.8%,12.2%,7.1%,-12.9%,10.8%
COC(=O)CC1=C(C(=O)OC)C(c2cccc(OCC(N)=O)c2)C(C#N)=C(N)O1 (stereo unspecified),1.0%,-0.8%,-0.2%,-5.5%,2.0%,-2.7%,-0.1%[46.1 µM],-3.9%
CCCOc1c(Cl)cc(C(=O)Nc2ccc3c(c2)OCO3)cc1OCC,-10.6%,2.7%,0.0%,-5.9%,-6.7%,?,?,-10.3%
C/C(=C\c1ccccc1)C(=O)NCCCn1ccnc1,4.3%,3.4%,-0.4%,-15.8%,4.0%,-3.9%,14.9%,-10.9%
Cc1cccc(-c2cc(=O)c(C(=O)O)cn2-c2ccc(F)cc2F)c1,nt,2.6%,4.8%,-5.2%,nt,18.6%,17.0%,-0.4%
CC(C)CCN1CC(C(=O)NCCC2=CCCCC2)CC1=O (stereo unspecified),1.8%,-5.8%,-0.9%,-6.6%,0.2%,-5.2%,-13.5%[46.1 µM],-5.6%
CCCCNC(=O)NS(=O)(=O)c1cnccc1Sc1ccc(Cl)cc1,?,-0.5%,-3.2%,-1.0%,7.3%,0.5%,-9.2%[46.1 µM],6.1%
COc1ccc(/C(C)=N/NC(=O)Cn2nc([N+](=O)[O-])cc2C)cc1,nt,-3.0%,-1.0%,0.6%,nt,-17.6%,-2.9%,7.3%
COc1ccc(-c2cccc(C(=O)Nc3cccc(C(=O)O)c3)c2)cc1,-2.4%,-9.4%,-1.0%,-3.8%,0.2%,-8.0%,-12.0%,-6.3%
CC(=O)Nc1ccc(OCc2nnc(-c3ccc(Cl)cc3)o2)cc1,-5.4%,1.0%,-0.1%,-25.7%,?,-9.8%,3.1%,6.6%
CCOC(=O)c1ccccc1Nc1cc(C)nc2nc(C)nn12,5.4%,4.2%,1.0%,-0.2%,0.7%,1.5%,-5.8%[46.1 µM],0.3%
CCN(CC)CCCN(Cc1cc2cc3c(cc2[nH]c1=O)OCO3)C(=S)Nc1ccccc1,?,10.9%,0.0%,-7.6%,?,-6.7%,-7.1%,-3.2%
CCN1C(=O)[C@H]2[C@H]3[C@H](O)[C@H](O)C/C(=N/O[C@@H]4O[C@@H](COC(C)=O)[C@@H](OC(C)=O)[C@@H](OC(C)=O)[C@H]4OC(C)=O)[C@H]3CC[C@@H]2C1=O,-0.1%[13.5 µM],1.4%[17.5 µM],-0.4%[10.1 µM],-5.4%[17.4 µM],nt,-1.9%[11.6 µM],nt,nt
